TcdB inh: TcdB glycohydrolase inhibitors, primary screen, biochemical, single point, plate reader; 350,000 tested, 0.24% active; TcdB glycohydrolase enzymatic assay; Toxin B (Clostridioides difficile), P18177; AID 652162, 2013; inhibition, % at 9.99 µM; in the data active = inhibition above about 10%
Target sequence (P18177 whole entry, looked up): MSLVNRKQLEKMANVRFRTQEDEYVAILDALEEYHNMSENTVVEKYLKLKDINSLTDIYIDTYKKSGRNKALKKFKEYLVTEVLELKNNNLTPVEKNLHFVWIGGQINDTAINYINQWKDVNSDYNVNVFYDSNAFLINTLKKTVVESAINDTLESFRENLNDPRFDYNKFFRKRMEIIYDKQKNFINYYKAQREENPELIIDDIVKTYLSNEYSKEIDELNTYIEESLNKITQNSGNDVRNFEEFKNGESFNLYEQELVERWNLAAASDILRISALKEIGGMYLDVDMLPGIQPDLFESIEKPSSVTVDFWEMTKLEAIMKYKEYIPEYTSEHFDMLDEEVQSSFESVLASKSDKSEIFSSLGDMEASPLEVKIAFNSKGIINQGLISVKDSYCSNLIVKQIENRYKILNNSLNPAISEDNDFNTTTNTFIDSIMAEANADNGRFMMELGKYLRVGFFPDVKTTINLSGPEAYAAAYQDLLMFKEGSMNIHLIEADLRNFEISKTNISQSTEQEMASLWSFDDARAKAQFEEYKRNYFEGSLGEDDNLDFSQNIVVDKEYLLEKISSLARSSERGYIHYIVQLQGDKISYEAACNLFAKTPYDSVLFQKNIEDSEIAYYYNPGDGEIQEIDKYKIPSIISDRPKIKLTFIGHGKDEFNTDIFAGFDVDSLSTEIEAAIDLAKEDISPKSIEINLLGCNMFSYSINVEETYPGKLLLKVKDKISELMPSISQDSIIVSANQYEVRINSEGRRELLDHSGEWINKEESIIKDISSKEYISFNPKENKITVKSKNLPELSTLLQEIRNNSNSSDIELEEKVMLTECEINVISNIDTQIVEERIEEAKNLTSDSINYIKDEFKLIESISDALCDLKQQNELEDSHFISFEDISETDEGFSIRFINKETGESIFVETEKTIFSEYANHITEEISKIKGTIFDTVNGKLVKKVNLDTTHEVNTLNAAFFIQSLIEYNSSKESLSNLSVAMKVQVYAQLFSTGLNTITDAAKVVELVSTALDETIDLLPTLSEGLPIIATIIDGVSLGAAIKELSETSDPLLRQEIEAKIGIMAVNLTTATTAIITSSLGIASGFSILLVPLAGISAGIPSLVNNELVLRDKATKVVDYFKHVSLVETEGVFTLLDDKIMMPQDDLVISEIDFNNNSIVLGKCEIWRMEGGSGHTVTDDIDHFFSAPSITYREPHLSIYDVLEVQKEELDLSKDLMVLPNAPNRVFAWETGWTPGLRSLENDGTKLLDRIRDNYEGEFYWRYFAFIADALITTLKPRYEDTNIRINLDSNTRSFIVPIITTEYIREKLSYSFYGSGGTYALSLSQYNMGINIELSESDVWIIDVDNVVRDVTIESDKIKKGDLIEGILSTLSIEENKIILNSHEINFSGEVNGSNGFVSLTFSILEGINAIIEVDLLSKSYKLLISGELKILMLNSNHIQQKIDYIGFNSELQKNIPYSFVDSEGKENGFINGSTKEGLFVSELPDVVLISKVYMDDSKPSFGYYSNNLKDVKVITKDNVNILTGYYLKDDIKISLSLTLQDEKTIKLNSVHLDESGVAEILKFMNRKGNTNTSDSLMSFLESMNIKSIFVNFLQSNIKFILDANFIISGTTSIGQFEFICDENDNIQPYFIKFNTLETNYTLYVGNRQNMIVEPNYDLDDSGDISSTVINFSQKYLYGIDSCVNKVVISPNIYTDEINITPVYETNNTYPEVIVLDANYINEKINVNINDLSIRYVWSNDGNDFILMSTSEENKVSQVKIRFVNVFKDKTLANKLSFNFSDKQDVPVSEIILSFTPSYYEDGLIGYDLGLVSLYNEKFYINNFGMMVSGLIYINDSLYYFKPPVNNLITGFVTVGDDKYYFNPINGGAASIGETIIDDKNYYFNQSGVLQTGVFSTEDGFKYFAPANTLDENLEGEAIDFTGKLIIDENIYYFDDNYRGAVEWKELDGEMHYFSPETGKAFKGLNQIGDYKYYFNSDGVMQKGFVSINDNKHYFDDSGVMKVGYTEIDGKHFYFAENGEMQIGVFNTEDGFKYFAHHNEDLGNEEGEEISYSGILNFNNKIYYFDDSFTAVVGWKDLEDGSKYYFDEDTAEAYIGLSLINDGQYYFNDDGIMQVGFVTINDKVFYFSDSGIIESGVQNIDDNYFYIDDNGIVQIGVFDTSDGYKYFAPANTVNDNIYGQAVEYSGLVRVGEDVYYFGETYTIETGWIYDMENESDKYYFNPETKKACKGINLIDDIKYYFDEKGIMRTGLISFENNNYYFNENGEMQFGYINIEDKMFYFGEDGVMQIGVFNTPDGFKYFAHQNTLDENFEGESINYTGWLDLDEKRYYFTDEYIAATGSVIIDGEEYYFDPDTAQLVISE
Starred values were filed as active, the others as inactive; & = joins results of further samples.

CCCNC(=O)[C@@H]1[C@@H](CO)[C@@H]2Cn3c(ccc(-c4ccc(F)cc4)c3=O)[C@@H]2N1CC1CC1
  TcdB inh: 0.2

CN(C)C(=O)c1cccc(-c2ccc(C3[C@H]4CNC[C@@H]3N4C(=O)NC3CCCC3)cc2)c1 (stereo partly specified)
  TcdB inh: -1.7&-0.1

CO[C@@H]1CN(C)C(=O)c2cc(NC(=O)C3CCC3)ccc2OC[C@@H](C)N(C(=O)CN(C)C)C[C@@H]1C
  TcdB inh: 0.1

Cc1noc(C)c1NC(=O)Nc1cccc2c1O[C@@H](CN(C)Cc1ccc(C(=O)O)cc1)[C@@H](C)CN([C@@H](C)CO)C2=O
  TcdB inh: 0.4

C[C@H]1CN([C@@H](C)CO)C(=O)CCCn2cc(nn2)CO[C@H]1CN(C)C(=O)CCCN(C)C
  TcdB inh: -0.5

COc1ccc(-c2ccc([C@H]3[C@H]4CN(C(=O)C5CCCC5)CC(=O)N4[C@H]3CO)cc2)cc1
  TcdB inh: 1.0

COc1ccc(S(=O)(=O)Nc2ccc3c(c2)CC(=O)N([C@@H](C)CO)C[C@@H](C)[C@H](CN(C)S(=O)(=O)c2ccc(Cl)cc2)O3)cc1
  TcdB inh: 2.0

COCCNC(=O)[C@@H]1[C@@H](CO)[C@@H]2Cn3c(ccc(-c4ccccc4F)c3=O)[C@@H]2N1C(=O)C1CCC1
  TcdB inh: 0.0

COCC(=O)N1CC(=O)N2[C@H](CO)[C@H](c3ccc(C#CC4CCCC4)cc3)[C@H]2C1
  TcdB inh: -0.5

CN1C(=O)c2cc(NS(C)(=O)=O)ccc2OC[C@H]2O[C@H](CC(=O)NCc3ccccc3)CC[C@H]21
  TcdB inh: -0.4

C[C@H]1CN([C@@H](C)CO)C(=O)Cc2cc(NC(=O)Cn3cnnn3)ccc2O[C@H]1CN(C)S(=O)(=O)c1cccs1
  TcdB inh: 0.3

CNC[C@@H]1Oc2ccc(NS(=O)(=O)c3ccc(Cl)cc3)cc2CC(=O)N([C@H](C)CO)C[C@@H]1C
  TcdB inh: -1.5

C[C@H]1CN([C@@H](C)CO)C(=O)Cc2cc(NC(=O)Cn3cnnn3)ccc2O[C@@H]1CN(C)S(=O)(=O)c1ccc(F)cc1
  TcdB inh: 0.0

CC(C)C(=O)Nc1ccc2c(c1)C(=O)N(C)[C@@H]1CC[C@H](CC(=O)NC3CCCC3)O[C@H]1CO2
  TcdB inh: -1.5

C[C@@H]1CN([C@H](C)CO)S(=O)(=O)c2ccc(-c3ccncc3)cc2O[C@H]1CN(C)C(=O)Nc1ccc(C(F)(F)F)cc1
  TcdB inh: 0.1

Cc1cccc(-c2ccc(C3[C@@H]4CN(C(=O)Cc5ccncc5)C[C@H]3N4)cc2)c1 (stereo partly specified)
  TcdB inh: -1.5

COCC#Cc1ccc([C@@H]2[C@@H](CO)N3C(=O)CN(C(=O)C4CCCC4)C[C@H]23)cc1
  TcdB inh: -0.1

CO[C@@H]1CN(C)C(=O)c2ccc(NC(=O)Nc3c(C)noc3C)cc2OC[C@@H](C)N(C)C[C@@H]1C
  TcdB inh: 0.5

CC(=O)N1[C@@H]2CN(S(=O)(=O)c3ccccc3)c3ccccc3[C@@H]2[C@@H]1CO
  TcdB inh: 0.0

O=C(Nc1cccc(F)c1)N1CC(=O)N2[C@@H](CO)[C@H](c3ccc(C#CC4CC4)cc3)[C@@H]2C1
  TcdB inh: 1.2

C[C@H](CO)N1C[C@H](C)[C@H](CN(C)C(=O)c2ccccn2)Oc2ncc(C3=CCCC3)cc2C1=O
  TcdB inh: 1.4

CO[C@@H]1CN(C)C(=O)c2ccc(NC(C)=O)cc2OC[C@@H](C)N(CCC(F)(F)F)C[C@@H]1C
  TcdB inh: 0.0

CNC[C@H]1Oc2cc(-c3ccc(C(=O)N(C)C)cc3)ccc2S(=O)(=O)N([C@@H](C)CO)C[C@@H]1C
  TcdB inh: -0.1

O=C(C[C@@H]1CC[C@H]2[C@@H](COC[C@H](O)CN2C(=O)c2ccncc2)O1)NCc1cc(F)cc(F)c1
  TcdB inh: -1.4

C[C@H](CO)N1C[C@H](C)[C@H](CN(C)C(=O)Nc2ccc(N3CCCCC3)cc2)OCc2cn(nn2)CCCC1=O
  TcdB inh: -4.8

CCNC(=O)[C@H]1[C@H](CO)[C@H]2Cn3c(ccc(C4=CCCC4)c3=O)[C@@H]1N2Cc1cccnc1
  TcdB inh: -0.2

COC(=O)C[C@@H]1CC[C@@H]2[C@@H](COc3ccc(NC(=O)Cc4cccs4)cc3C(=O)N2C)O1
  TcdB inh: -0.3

C[C@H]1CN([C@@H](C)CO)C(=O)Cc2cc(NC(=O)CCN3CCOCC3)ccc2O[C@@H]1CN(C)Cc1ccc(Cl)c(Cl)c1
  TcdB inh: -1.5

CCNC(=O)C[C@H]1CC[C@H]2[C@H](COc3ccc(NC(=O)Nc4ccccc4C)cc3C(=O)N2C)O1
  TcdB inh: -0.1

Cc1ccc(S(=O)(=O)N[C@H]2C=C[C@H](CC(=O)O)O[C@@H]2CO)cc1
  TcdB inh: -4.9

C[C@H]1CN([C@@H](C)CO)C(=O)c2cc(C#CCN(C)C)cnc2O[C@@H]1CN(C)C(=O)NC1CCCC1
  TcdB inh: 0.5

C[C@H](CO)N1C[C@H](C)[C@H](CN(C)Cc2ccc(C(=O)O)cc2)Oc2ccc(NS(=O)(=O)c3ccc(Cl)cc3)cc2CC1=O
  TcdB inh: 1.2

CNC[C@H]1OCCCC[C@H](C)Oc2ccc(NS(=O)(=O)c3cn(C)cn3)cc2C(=O)N([C@@H](C)CO)C[C@@H]1C
  TcdB inh: -12

CC(C)NC(=O)N(C)C[C@@H]1Oc2ccc(NS(=O)(=O)c3ccccc3)cc2C(=O)N([C@@H](C)CO)C[C@H]1C
  TcdB inh: 1.0

C[C@@H]1CCCCO[C@@H](CN(C)Cc2ccccc2)[C@H](C)CN([C@@H](C)CO)C(=O)c2cc(NS(=O)(=O)c3ccc(F)cc3)ccc2O1
  TcdB inh: 0.6

COc1ccc(S(=O)(=O)N(C)C[C@H]2OCCCC[C@H](C)Oc3ccc(NC(=O)c4ccccc4)cc3C(=O)N([C@H](C)CO)C[C@H]2C)cc1
  TcdB inh: -0.1

C[C@H](O)C#Cc1cnc2c(c1)C(=O)N([C@H](C)CO)C[C@@H](C)[C@@H](CN(C)C(=O)CN1CCOCC1)O2
  TcdB inh: -0.4

COc1cccc(S(=O)(=O)N2CCCCN3[C@H](CO)[C@H](c4ccc(C#CCC(C)C)cc4)[C@H]3C2)c1
  TcdB inh: 0.2

C[C@H](CO)N1C[C@H](C)[C@H](CN(C)C(=O)Nc2ccccc2)Oc2ncc(-c3cccc(C(F)(F)F)c3)cc2C1=O
  TcdB inh: 1.3

C[C@@H]1CCCCO[C@@H](CN(C)C(=O)Cc2ccccc2)[C@@H](C)CN([C@@H](C)CO)C(=O)c2cc(NC(=O)CCCN(C)C)ccc2O1
  TcdB inh: -0.8

Fetched by structure from above (four):
CNC[C@H]1OCCCC[C@H](C)Oc2ccc(NS(=O)(=O)c3cn(C)cn3)cc2C(=O)N([C@@H](C)CO)C[C@@H]1C
  TcdB inh: -12

COc1ccc(S(=O)(=O)N(C)C[C@H]2OCCCC[C@H](C)Oc3ccc(NC(=O)c4ccccc4)cc3C(=O)N([C@H](C)CO)C[C@H]2C)cc1
  TcdB inh: -0.1

C[C@H](CO)N1C[C@H](C)[C@H](CN(C)Cc2ccc(C(=O)O)cc2)Oc2ccc(NS(=O)(=O)c3ccc(Cl)cc3)cc2CC1=O
  TcdB inh: 1.2

CC(C)NC(=O)N(C)C[C@@H]1Oc2ccc(NS(=O)(=O)c3ccccc3)cc2C(=O)N([C@@H](C)CO)C[C@H]1C
  TcdB inh: 1.0

Next section:
C[C@H]1CN([C@@H](C)CO)C(=O)Cc2cc(NC(=O)C3CC3)ccc2O[C@@H]1CN(C)Cc1ccc(Cl)c(Cl)c1
  TcdB inh: -0.1

CN(C)CCCNC(=O)C[C@H]1C=C[C@H](NC(=O)c2ccccc2F)[C@H](CO)O1
  TcdB inh: 0.7

COc1ccc2c3c(n(C)c2c1)[C@@H](CO)NCC31CN(C(=O)Nc2ccc3c(c2)OCO3)C1
  TcdB inh: -4.9

CCCC#Cc1cnc2c(c1)C(=O)N([C@H](C)CO)C[C@@H](C)[C@H](CN(C)Cc1ccc(F)cc1)O2
  TcdB inh: 0.8

N#C[C@@H]1[C@@H](c2ccc(-c3ccccc3)cc2)[C@@H](CO)N1C(=O)Cc1ccncc1
  TcdB inh: -0.9

O=C(C[C@@H]1CC[C@H]2[C@@H](COC[C@H](O)CN2C(=O)Nc2ccc(Cl)cc2)O1)NCC1CC1
  TcdB inh: 0.3

CCC(=O)N1C[C@H](C)[C@H](OC)CN(C)C(=O)c2ccc(NC(=O)Nc3ccccc3)cc2OC[C@@H]1C
  TcdB inh: -0.9

O=C(C[C@@H]1C[C@H]2c3cc(NC(=O)CC4CC4)ccc3O[C@H]2[C@@H](CO)O1)NCc1cccnc1
  TcdB inh: -1.0

CCC(=O)Nc1ccc2c(c1)OC[C@H](C)N(Cc1ccncc1)C[C@H](C)[C@@H](OC)CN(C)C2=O
  TcdB inh: -7.0

Cc1ccc(S(=O)(=O)Nc2ccc3c(c2)C(=O)N([C@@H](C)CO)C[C@H](C)[C@H](CN(C)S(=O)(=O)c2ccccc2)OCCCC[C@@H](C)O3)cc1
  TcdB inh: 1.2

O=C(N[C@H]1CC[C@@H](CCn2cc(C3CCCC3)nn2)O[C@H]1CO)c1cccnc1
  TcdB inh: 0.2

COc1ccc(S(=O)(=O)Nc2ccc3c(c2)C(=O)N([C@@H](C)CO)C[C@@H](C)[C@@H](CN(C)Cc2ccc(Cl)c(Cl)c2)OCCCC[C@@H](C)O3)cc1
  TcdB inh: 0.9

C[C@@H]1CN([C@@H](C)CO)C(=O)Cc2cc(NC(=O)Nc3ccc(C(F)(F)F)cc3)ccc2O[C@H]1CN(C)C(=O)Nc1ccc2c(c1)OCO2
  TcdB inh: -2.3

CNC[C@H]1OCCCC[C@@H](C)Oc2ccc(NC(=O)Nc3cccc4ccccc34)cc2C(=O)N([C@H](C)CO)C[C@@H]1C
  TcdB inh: -0.2

C[C@@H]1CN([C@@H](C)CO)C(=O)c2cc(NS(=O)(=O)c3ccc(Cl)cc3)ccc2O[C@@H]1CN(C)Cc1ccccc1
  TcdB inh: -0.3

COCCNC(=O)[C@H]1[C@H](CO)[C@H]2Cn3c(ccc(-c4ccc(OC)cc4)c3=O)[C@@H]1N2C(=O)NC(C)C
  TcdB inh: 0.0

CC(C)NC(=O)N(C)C[C@@H]1OCCCC[C@H](C)Oc2ccc(NS(=O)(=O)c3cn(C)cn3)cc2C(=O)N([C@@H](C)CO)C[C@@H]1C
  TcdB inh: -1.7

C[C@@H]1CCCCO[C@H](CN(C)CC2CCCCC2)[C@H](C)CN([C@@H](C)CO)C(=O)c2cc(NS(C)(=O)=O)ccc2O1
  TcdB inh: -0.4

COc1ccccc1-c1ccc([C@H]2[C@@H](C#N)N(C(=O)C3CC3)[C@H]2CO)cc1
  TcdB inh: 0.2

Cc1ccc(-c2cnc3c(c2)C(=O)N([C@@H](C)CO)C[C@@H](C)[C@@H](CN(C)C(=O)c2ccccc2)O3)cc1
  TcdB inh: 1.3

C/C=C/c1ccc([C@H]2[C@@H](CO)N[C@@H]2CNC(=O)Cc2ccccc2)cc1
  TcdB inh: -0.1

Cc1nn(C)cc1NC(=O)C[C@@H]1CC[C@H]2[C@@H](COc3ccc(NC(=O)NC(C)C)cc3C(=O)N2C)O1
  TcdB inh: -1.6

C[C@@H]1CN([C@@H](C)CO)C(=O)Cc2cc(NC(=O)Nc3ccc(F)cc3)ccc2O[C@H]1CN(C)S(=O)(=O)c1ccc(F)cc1
  TcdB inh: -1.3

CN(C)C(=O)C[C@H]1CC[C@@H]2[C@H](COC[C@H](O)CN2CC2CCOCC2)O1
  TcdB inh: -0.3

COCC(=O)Nc1ccc2c(c1)OC[C@@H](C)N(C(=O)NC(C)C)C[C@@H](C)[C@H](OC)CN(C)C2=O
  TcdB inh: -1.0

O=C(Nc1ccc(F)cc1)N[C@@H]1C=C[C@@H](CC(=O)N2CCCCC2)O[C@@H]1CO
  TcdB inh: -0.1

C[C@H](C(=O)N(C)C[C@@H]1OCc2ccccc2-c2c(n(C)c3ccccc23)C(=O)N([C@H](C)CO)C[C@H]1C)c1ccccc1
  TcdB inh: 1.1

Cc1noc(C)c1S(=O)(=O)N(C)C[C@H]1Oc2ccc(NC(=O)C3CC3)cc2CC(=O)N([C@@H](C)CO)C[C@@H]1C
  TcdB inh: 0.2

CCCN1[C@@H]2c3ccc(C4=CCCC4)c(=O)n3C[C@H]1[C@H](CO)[C@H]2C(=O)NCCOC
  TcdB inh: -1.1

O=C(C[C@@H]1CC[C@H](NC(=O)Cc2ccccn2)[C@H](CO)O1)NCCc1ccncc1
  TcdB inh: -1.2

C[C@@H]1CCCCO[C@H](CN(C)C(=O)Nc2ccc3c(c2)OCO3)[C@@H](C)CN([C@H](C)CO)C(=O)c2cc(NS(=O)(=O)c3cn(C)cn3)ccc2O1
  TcdB inh: -2.7

OC[C@@H]1Nc2ccc(C#Cc3cccc(F)c3)cc2[C@@H]2NCC[C@H]12
  TcdB inh: -1.4

COCC#Cc1ccc2c(c1)O[C@@H](CN(C)Cc1ccncc1)[C@H](C)CN([C@H](C)CO)S2(=O)=O
  TcdB inh: 0.5

C[C@@H]1CN([C@H](C)CO)C(=O)c2cc(-c3ccc(C#N)cc3)cnc2O[C@@H]1CN(C)Cc1cncnc1
  TcdB inh: -0.9

O=C(C[C@H]1CC[C@@H](NS(=O)(=O)c2cccc(F)c2)[C@@H](CO)O1)N1CCCCC1
  TcdB inh: 0.2

COc1ccc2c3c(n(C)c2c1)[C@H](CO)N(C(=O)c1cnccn1)CC31CN(C(C)=O)C1
  TcdB inh: -2.7

O=C(O)C[C@H]1C=C[C@H](NC(=O)Nc2cc(F)ccc2F)[C@@H](CO)O1
  TcdB inh: 0.4

O=C(CCN1CCCCC1)NCC[C@@H]1CC[C@@H](NC(=O)C2CCCC2)[C@H](CO)O1
  TcdB inh: -0.4

O=C(N[C@@H]1CC[C@H](CCn2cc(C3(O)CCCC3)nn2)O[C@@H]1CO)C1CCC1
  TcdB inh: 0.0

C[C@@H]1CN([C@@H](C)CO)C(=O)c2cc(NC(=O)CCCN(C)C)ccc2O[C@@H](C)CCCCO[C@@H]1CN(C)C(=O)Nc1ccc2c(c1)OCO2
  TcdB inh: 1.4

O=C(C1CCOCC1)N1C[C@H]2[C@@H](c3ccccc31)[C@H](CO)N2C(=O)Cc1ccccn1
  TcdB inh: -0.2

Not all compounds are listed; the hit share may differ from the screen's.
